Assay outcomes as filed in PubChem BioAssay.
Fam108B inh: mouse Fam108B serine hydrolase inhibitors, primary screen, counter-screen for RBBP9 inhibitor project, biochemical, fluorescence polarization; recombinant Fam108B, FP-Rh probe fluorescence polarization; inhibition, % at 9.51 µM; hit rate 0.33% among 300,000;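 active = inhibition above the screen mean inhibition plus 3 SD, computed separately per campaign, cut at about 18% in these data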;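 note: inhibitors lower polarization as less probe binds the enzyme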
PME-1 inh: PME-1 inhibitors via competitive probe labeling, primary screen, biochemical, fluorescence polarization, FP-Rh probe, HTS; recombinant PME-1; inhibition, % at 5.9 µM; hit rate 0.53% among 320,000; AID 2130, 2009;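 active = inhibition above the campaign mean of all compounds plus 3 SD, cut at about 26% in these data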;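 note: competitive labeling of PME-1 active site by serine hydrolase directed probe; 0% = PME-1 with DMSO and 100% = wells lacking PME-1 enzyme; inhibitors block probe labeling so polarization falls and inhibition rises; many of its hits are not listed in these tables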
Target sequence (Q9Y570 whole entry, looked up): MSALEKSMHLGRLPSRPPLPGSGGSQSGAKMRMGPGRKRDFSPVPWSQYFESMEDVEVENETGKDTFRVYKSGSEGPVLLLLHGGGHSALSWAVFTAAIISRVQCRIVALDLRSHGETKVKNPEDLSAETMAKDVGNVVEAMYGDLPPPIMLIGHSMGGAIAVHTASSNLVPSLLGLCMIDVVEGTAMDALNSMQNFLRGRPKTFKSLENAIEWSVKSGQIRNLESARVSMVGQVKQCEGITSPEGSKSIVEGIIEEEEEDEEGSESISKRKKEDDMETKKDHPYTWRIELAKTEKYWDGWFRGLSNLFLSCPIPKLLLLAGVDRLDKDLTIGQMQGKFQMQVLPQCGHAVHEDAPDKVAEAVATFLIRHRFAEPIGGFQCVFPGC
MCL1-BIM inh: inhibitors of MCL1 binding to BIM-BH3, primary screen, biochemical, fluorescence polarization; inhibition, % at 10.9 µM; GST-MCL1 / FITC-Bim-BH3 fluorescence polarization; Induced myeloid leukemia cell differentiation protein Mcl-1 (Homo sapiens), Q07820; AID 2057, 2009; hit rate 0.68% among 320,000;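 active = inhibition above the mean inhibition of all tested compounds plus 3 SD, set per campaign, cut at about 40% in these data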;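 note: 0% = DMSO wells and 100% = unlabeled Bim-BH3 peptide control; higher means more loss of mP so more displacement of Bim peptide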
MEX-5 binding: MEX-5 zinc finger RNA-binding disruptors – biochemical, C. elegans, fluorescence polarization, MLPCN library, primary screen; Zinc finger protein mex-5 (Caenorhabditis elegans), Q9XUB2; MEX-5/FITC-TCR2 RNA binding; stronger effect = lower value; activity score (negative = inhibition of binding), % at 10 µM; hit rate 0.38% among 300,000; AID 1832, 2009;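 active = inhibition past about -25% in most replicates, and total fluorescence under double the plate's negative control median, limit read from the data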;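 note: 0% = DMSO and -100% = 5 µM competing unlabeled TCR2 RNA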
Target sequence (Q9XUB2 whole entry, looked up): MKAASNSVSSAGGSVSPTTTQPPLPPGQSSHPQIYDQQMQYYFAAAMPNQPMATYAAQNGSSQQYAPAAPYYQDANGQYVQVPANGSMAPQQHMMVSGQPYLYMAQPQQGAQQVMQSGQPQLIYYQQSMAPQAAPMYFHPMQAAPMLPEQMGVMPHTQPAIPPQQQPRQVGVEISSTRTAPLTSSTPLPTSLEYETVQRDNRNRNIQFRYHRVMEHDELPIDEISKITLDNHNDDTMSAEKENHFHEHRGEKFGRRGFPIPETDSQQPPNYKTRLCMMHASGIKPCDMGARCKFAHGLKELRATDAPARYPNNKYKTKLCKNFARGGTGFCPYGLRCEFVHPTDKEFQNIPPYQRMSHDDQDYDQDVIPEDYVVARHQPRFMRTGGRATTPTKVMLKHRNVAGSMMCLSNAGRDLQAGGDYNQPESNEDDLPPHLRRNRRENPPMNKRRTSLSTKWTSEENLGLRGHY
GLD-1 RNA inh: GLD-1/TGE RNA complex disruptors, primary screen, biochemical, fluorescence polarization | AID 2280, 2010 | Female germline-specific tumor suppressor gld-1 (Caenorhabditis elegans), Q17339 | hit rate 0.44% among 320,000 | inhibition, % at 5.96 µM | purified GLD-1 + fluorescein TGE RNA;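 active = percent inhibition above a per-plate cutoff, the plate mean of test compounds plus 3 SD, cut at about 30% in these data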;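 note: 0% = DMSO wells with GLD-1 and probe and 100% = wells lacking GLD-1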
Efflux pump inh: inhibitors of Candida efflux pumps in yeast, primary screen, S. cerevisiae, Nile Red, multiplex; hit rate 0.44% among 330,000; inhibition, % at 10 µM; S. cerevisiae Candida pump triplex;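 active = plate passing quality check with inhibition over a set limit, or well fluorescence over plate mean plus 4 SD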;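 note: Nile Red retained in pooled yeast measured as flow cytometry median fluorescence; 0% = buffer negative control and 100% = Enniatin B positive control; higher means more Nile Red kept so more efflux inhibition; some compounds called inactive have numbers as strong as hits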
VLA-4 inh: inhibition in human VLA-4 binding assay, primary screen, VLA-4 allosteric modulator project, MLPCN library, flow cytometry, VLA-4 expressing cells | Integrin alpha-4 (Homo sapiens), P13612 | ligand binding flow cytometry | inhibition, % (about 7 µM as worked out from the volumes in the protocol) | hit rate 0.2% among 330,000 | AID 2557, 2010; in the data active = inhibition above about 50%
Bcl-xL primary: inhibitors of human Bcl-xL, primary screen, biochemical, fluorescence polarization, HTS. hit rate 0.7% among 320,000. inhibition, % at 10.9 µM. GST-Bcl-xL / FITC-Bim BH3 peptide fluorescence polarization. Bcl-2-like protein 1 (Homo sapiens), Q07817;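 active = inhibition above the mean of all tested compounds plus 3 SD, cutoff set per campaign, cut at about 30% in these data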;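 note: 0% = DMSO wells and 100% = unlabeled Bim-BH3 peptide competitor; inhibitors lower millipolarization by displacing the labeled peptide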
Target sequence (Q07817 whole entry, looked up): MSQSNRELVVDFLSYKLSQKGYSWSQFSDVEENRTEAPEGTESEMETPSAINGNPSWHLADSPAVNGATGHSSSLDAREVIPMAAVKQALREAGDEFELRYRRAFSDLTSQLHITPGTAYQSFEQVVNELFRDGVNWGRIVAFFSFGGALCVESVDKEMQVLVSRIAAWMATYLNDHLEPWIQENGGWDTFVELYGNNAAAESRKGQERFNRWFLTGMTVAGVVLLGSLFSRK
GRK2 aptamer HTS: compounds blocking aptamer binding on GRK2 – biochemical, human GRK2, bead flow cytometry, HTS, primary screen. inhibition of aptamer binding, % at 10 µM. hit rate 0.59% among 330,000. Beta-adrenergic receptor kinase 1 (Homo sapiens), P25098. AID 488847, 2010. FAM-aptamer displacement from GRK2;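 active = inhibition of aptamer binding above 40%, roughly 3 SD of noise, on plates passing a quality check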;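 note: median bead fluorescence of bound FAM aptamer so fluorescent compounds give negative values; no value below 0 was filed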
The depositor's hits bear a star; x = not tested or not shown. An excerpt, so the mix of outcomes need not match the whole.

SMILES	Fam108B inh	PME-1 inh	MCL1-BIM inh	MEX-5 binding	GLD-1 RNA inh	Efflux pump inh	VLA-4 inh	Bcl-xL primary	GRK2 aptamer HTS
COc1ccc(CNC(=O)C2CCN(C(=O)c3ccco3)CC2)cc1	2	-4	-9	-2.4	2	0.0	-9	-2	1
Cc1oc(C(C)(C)C)c(CN2CCCC2)c1C(=O)O	-3	0	5	0.0	5	0.0	12	7	0
O=C(NC(=S)Nc1cc([N+](=O)[O-])ccc1Cl)c1ccccc1	1	-4	15	-3.9	3	-0.3	-1	11	1
Cc1nnnn1/C(=C\c1ccccc1)C(=O)OCC(=O)NC1CCCCC1	-1	-2	-2	-2.5	-5	-0.1	8	7	3
CCOC(=O)C1CSC(CC(=O)Nc2ccc(OCC)cc2)C(=O)N1 (stereo unspecified)	0	3	3	-0.5	4	0.1	15	-2	0
O=C1NC(=S)N/C1=C\c1ccccc1OCc1ccc(C(=O)O)cc1	0	-3	2	-1.2	-2	0.1	6	14	0
CSc1nc(N)nc2c1ncn2CC(=O)Nc1ccc(C)c(C)c1	x	x	x	x	3	0.1	-8	x	0
CN1CCN(C(=O)CCNC(=O)Cn2ccc3ccccc3c2=O)CC1	0	-5	3	2.1	-1	0.1	0	3	0
O=C1C=C(NCc2ccc3c(c2)OCO3)CC(c2ccccc2)C1 (stereo unspecified)	-1	3	-1	1.2	4	0.1	6	4	2
Cc1nc2c3ccccc3n(CC#N)c(=O)n2n1	0	-6	-3	4.0	5	0.0	23	3	0
Cc1ccc(NC(=O)CNc2ccc(Cl)cc2F)cc1	-6	5	-5	-1.1	2	0.2	0	-1	0
CCc1ccc(N(C(=O)C(F)(F)F)C(C(=O)NC2CCCCC2)c2ccncc2)cc1 (stereo unspecified)	-2	-8	3	0.3	5	0.2	0	4	0
O=C(O)c1ccc(N/N=C/c2cccc3cccnc23)cc1	2	4	16	-0.9	1	-0.1	14	2	2
Cc1ccnc(NC(=O)CCC(=O)N(CC(=O)NC(C)(C)C)c2ccc(F)c(Cl)c2)c1	0	2	-5	-0.4	-5	-0.2	-1	1	1
Clc1ccc2nc(-c3ccccn3)c(Nc3ccc4c(c3)OCO4)n2c1	3	6	6	0.2	5	0.1	10	5	0
CCn1c(C)nc2cc(C(=O)NNC(=S)NC(=O)c3ccc(OC)cc3)ccc21	2	0	4	29	-3	-0.1	13	-5	0
Cc1cccc(N2C(=O)CC(Cn3nc(C)cc3C)C2=O)c1 (stereo unspecified)	-2	1	3	-2.1	2	0.0	22	2	0
COCCCNC(=O)C(=O)C1C(=O)Nc2ccccc21 (stereo unspecified)	0	2	15	1.3	-1	-0.1	4	6	1
C/C(NC(=O)c1cccs1)=C1\C(=O)C[C@@H]2[C@H]1C2(C)C	-2	0	-2	-0.5	3	-0.1	-8	-2	0
CC(=O)Nc1ccc(NC(=O)C(C)OC(=O)/C=C/c2cnc3ccccc3n2)cc1 (stereo unspecified)	-3	0	5	-1.5	-1	-0.2	5	6	3

Single values from above:
COCCCNC(=O)C(=O)C1C(=O)Nc2ccccc21 (stereo unspecified) – Fam108B inh = 0
Clc1ccc2nc(-c3ccccn3)c(Nc3ccc4c(c3)OCO4)n2c1 – Efflux pump inh = 0.1

A portion of the results above, for reference:
SMILES	Fam108B inh	PME-1 inh	MCL1-BIM inh	MEX-5 binding	GLD-1 RNA inh	Efflux pump inh	VLA-4 inh	Bcl-xL primary	GRK2 aptamer HTS
COc1ccc(CNC(=O)C2CCN(C(=O)c3ccco3)CC2)cc1	2	-4	-9	-2.4	2	0.0	-9	-2	1
Cc1oc(C(C)(C)C)c(CN2CCCC2)c1C(=O)O	-3	0	5	0.0	5	0.0	12	7	0

Other results.
SMILES	Fam108B inh	PME-1 inh	MCL1-BIM inh	MEX-5 binding	GLD-1 RNA inh	Efflux pump inh	VLA-4 inh	Bcl-xL primary	GRK2 aptamer HTS
COc1ccc(OCC(=O)NC(CC(=O)O)c2ccc(OC)c(OC)c2)cc1 (stereo unspecified)	1	-1	2	1.0	3	-0.1	-1	4	0
COc1ccc(Br)cc1C(=O)Nc1ccc(N2CCN(S(C)(=O)=O)CC2)cc1	-3	7	3	-0.7	-1	0.2	7	0	0
CCn1c(SCC(=O)Nc2ccc(OC)cc2)nnc1-c1ccco1	-1	-2	0	-1.0	8	0.3	7	0	0
NCCc1nc(-c2ccccc2)cs1	-13	-1	1	-1.4	5	0.0	1	5	0
CCn1nnnc1SCC(=O)c1ccc(C)cc1	-2	6	6	x	3	0.0	13	5	3
COc1ccc(C(=O)Cn2cnc3ccccc3c2=O)cc1OC	-1	0	-2	-1.5	-3	-0.1	22	4	0
Cc1cc(=O)[nH]c(N/N=C/c2ccc(Br)s2)n1	5	3	6	-1.6	0	0.1	7	-4	1
CCN(C1CCCCC1)S(=O)(=O)CCNC(=O)c1ccccc1	0	1	0	-0.4	3	0.0	-2	4	2
CCCCCCNS(=O)(=O)c1nc2nc(C)cc(C)n2n1	4	-2	-1	1.3	-3	0.0	-1	3	1
COc1ccc(C(O)P(=O)(OC2CCCCC2)c2ccc(N(C)C)cc2)cc1OC (stereo unspecified)	4	7	11	2.0	12	0.1	14	1	0
CCC(C)n1c(C)nc2c(c1=O)c1nc3ccccc3nc1n2CCC1=CCCCC1 (stereo unspecified)	-2	-1	-4	-3.1	5	0.1	4	-4	2
Cc1ccc(C(=O)N2CCN=C2SCc2ccc([N+](=O)[O-])cc2)cc1	2	11	5	-0.7	-11	-0.1	9	6	0
CSc1nnc(C)c(=O)n1COC(=O)c1ccc([N+](=O)[O-])cc1	2	-1	-2	-1.9	0	0.0	8	4	0
CCOc1ccccc1CN1CCN(Cc2c[nH]c3ccccc23)CC1CCO (stereo unspecified)	x	x	x	-0.6	x	-0.1	6	x	0
COc1cc(C(=O)Nc2ccc(NC(C)=O)cc2)ccc1OCc1ccccc1	3	-9	-24	-0.8	2	-0.1	0	-16	0
COc1ccc(OC)c(S(=O)(=O)N/N=C(/C)c2ccc3c(c2)OCO3)c1	x	x	x	1.3	x	-0.1	-6	x	1
CC1(C)C[C@H]2C3=CCC4[C@@]5(C)CC[C@H](O[C@@H]6O[C@H](C(=O)O)[C@@H](O)[C@H](O)[C@H]6O)[C@@](C)(CO)C5CC[C@@]4(C)[C@]3(C)C[C@H](O)[C@@]2(CO)[C@@H](O)[C@@H]1O (stereo partly specified)	x	x	x	x	2	-0.3	-2	x	5
Cc1nn(C(C)(C)C)c(OC(=O)c2ccc3c(c2)OCO3)c1S(=O)(=O)c1ccccc1	-2	16	2	-0.3	2	0.3	8	5	4
COc1cccc(C(=O)OCCN2CCCCC2)c1	-4	-5	10	-1.3	2	0.0	19	7	1
COc1ccc2c(c1)O[C@@H](c1cccc(C(F)(F)F)c1)[C@H](O)C2=O	3	-2	-1	-1.5	2	-0.2	-5	6	5
CCOC(=O)C1(Cc2ccccc2)CCN(Cc2ccc(C)s2)CC1	1	-5	0	-0.5	3	0.1	12	0	3
COc1ccc(CNC(=O)C2CCN(S(=O)(=O)c3cc(OC)ccc3OC)CC2)cc1	3	5	1	x	4	-0.1	-12	1	0
CC(OC(=O)c1ccc2ncsc2c1)C(=O)Nc1ncc(Cl)cc1Cl (stereo unspecified)	1	10	-6	-0.2	-2	-0.1	10	-1	4
Cc1cc2cc(CNC(=O)c3ccc(S(=O)(=O)N4CCOCC4)cc3)ccc2[nH]1	0	0	9	0.7	10	-0.1	-24	8	3
Cc1c(Cl)cccc1NC(=O)c1ccc(-n2ccnc2)nc1	0	2	-2	-2.6	4	0.1	28	-4	6
Cc1ccc(C(=O)NCC(=O)O)cc1S(=O)(=O)N1CCCCC1	2	3	1	0.0	0	0.0	7	-2	3
CCc1nnc(NC(=O)CSc2nc3c(c(=O)n2-c2ccccc2OC)SCC3)s1	0	3	5	x	4	0.4	7	6	5
Cc1oc(-c2ccccc2Cl)nc1CN1CCCC1c1ccc(F)cc1 (stereo unspecified)	-3	-2	-3	5.0	-1	0.0	5	-2	0
O=C(NC1CC1)c1nc2c(nnn2Cc2ccccc2Cl)c(=O)[nH]1	3	1	-2	-5.6	-1	-0.1	10	-1	0
COC(=O)CN1C(=O)N(c2ccccc2)C(N(O)C(=O)Nc2ccccc2)C1(C)C (stereo unspecified)	0	-1	6	-1.3	1	-0.4	7	2	1
NS(=O)(=O)c1ccc(N2CCCC2=O)c([N+](=O)[O-])c1	1	2	5	2.3	8	0.1	-2	5	2
C=CCN1C(=O)c2ccc(C(=O)N(CCC)CC(=O)Nc3ccccc3C)cc2C1=O	-1	6	-7	0.6	-6	-0.1	2	-2	99*
Cc1nn(-c2ccccc2)c(C)c1C(=O)OCC(=O)NC12CC3CC(CC(C3)C1)C2	-1	-3	-18	1.6	1	-0.1	-6	-13	0
CCC(C)C(NC(=O)c1ccccc1)C(=O)Nc1ccc(S(=O)(=O)Nc2cc(C)nc(C)n2)cc1 (stereo unspecified)	x	7	4	x	0	0.2	2	6	0
COCCN(CCOC)S(=O)(=O)c1ccc(NC(=O)c2cnccn2)cc1	-8	-8	1	-0.5	9	-0.1	6	-4	0
CCOC(=O)c1c(C)[nH]c(C(=O)OCc2csc(CC(=O)Nc3ccccc3C)n2)c1C	0	-8	-5	-1.7	3	-0.1	-1	-1	0
Cc1nc(N)sc1C(=O)N/N=C/c1ccco1	0	0	4	0.0	-10	0.3	-2	4	5
CC(C)CCNC(=O)C(C)N(C(=O)Cn1nnc(-c2ccc(F)cc2)n1)C1CCCC1 (stereo unspecified)	4	-3	-4	-3.0	3	-0.1	3	-4	0
CC(C)n1nnnc1SCC(=O)N1CCN(Cc2ccc3c(c2)OCCO3)CC1	x	0	-2	x	-2	0.1	4	1	0

Profiles as entered above. Order of screens: Fam108B inh, PME-1 inh, MCL1-BIM inh, MEX-5 binding, GLD-1 RNA inh, Efflux pump inh, VLA-4 inh, Bcl-xL primary, GRK2 aptamer HTS
Shown for `Cc1c(Cl)cccc1NC(=O)c1ccc(-n2ccnc2)nc1` = 0, 2, -2, -2.6, 4, 0.1, 28, -4, 6
Shown for `COC(=O)CN1C(=O)N(c2ccccc2)C(N(O)C(=O)Nc2ccccc2)C1(C)C` (stereo unspecified) = 0, -1, 6, -1.3, 1, -0.4, 7, 2, 1
Shown for `O=C(NC1CC1)c1nc2c(nnn2Cc2ccccc2Cl)c(=O)[nH]1` = 3, 1, -2, -5.6, -1, -0.1, 10, -1, 0
Shown for `CCOC(=O)C1(Cc2ccccc2)CCN(Cc2ccc(C)s2)CC1` = 1, -5, 0, -0.5, 3, 0.1, 12, 0, 3
